# Assay outcomes (PubChem BioAssay)
# H9c2 protect: myocardial damage modulation in H9c2 cells; H9c2 cardiomyocytes, H2O2 injury protection, ATPLite, 2 h; protection from H2O2 cell death, % at 20 µM; 360,000 compounds, 0.63% hits; AID 588492;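 active = compounds giving at least 50% protection of heart cells from peroxide-induced death in the single-dose screen, raw or plate-pattern-corrected value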;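 also: 0% = DMSO wells with peroxide and 100% = DMSO wells without peroxide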
# ABHD5 PLIN5 PPI: blocks binding of human ABHD5 to perilipin-5; Q00G26+Q8WTS1; Split G. princeps luciferase complementation, luminescence, 4 h; inhibition, % at 4 µM; 360,000 compounds, 0.78% hits;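 active = inhibition above the mean inhibition across every tested compound plus 3 SD, cut at about 22% in these data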;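 also: 0% = DMSO only wells and the 100% control is not disclosed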
# m5-HT2A agonist: mouse HTR2A agonism via beta-arrestin recruitment; P35363; CHO-K1 mHTR2A beta-arrestin complementation, luminescence; percent of 30 µM serotonin response; activation, % at 7.6 µM; 360,000 compounds, 0.66% hits; AID 624169;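 active = activation above a run cutoff, the mean activation of all tested compounds plus 3 SD, cut at about 14% in these data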;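 also: 0% = plate median of compound wells and 100% = 30 µM serotonin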
# Target sequence (P35363 whole entry, looked up): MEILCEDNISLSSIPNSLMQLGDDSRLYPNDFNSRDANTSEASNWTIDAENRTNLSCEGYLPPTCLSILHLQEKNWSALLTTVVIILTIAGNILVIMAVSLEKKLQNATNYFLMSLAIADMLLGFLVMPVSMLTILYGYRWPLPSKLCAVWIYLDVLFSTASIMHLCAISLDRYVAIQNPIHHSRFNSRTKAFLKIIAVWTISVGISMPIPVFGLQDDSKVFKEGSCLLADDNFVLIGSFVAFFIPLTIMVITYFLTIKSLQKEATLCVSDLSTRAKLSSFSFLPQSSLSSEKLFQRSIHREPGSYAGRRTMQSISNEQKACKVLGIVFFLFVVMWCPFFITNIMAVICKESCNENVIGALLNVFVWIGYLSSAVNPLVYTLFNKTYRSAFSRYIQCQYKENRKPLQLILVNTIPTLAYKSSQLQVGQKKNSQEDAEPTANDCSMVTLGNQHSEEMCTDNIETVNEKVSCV
# SRC2 inh: inhibits human steroid receptor coactivator 2 | HEK293 GAL4-SRC2 luciferase reporter, luminescence | inhibition, % at 9 µM | 370,000 compounds, 0.17% hits | AID 651957;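 active = inhibition above the mean inhibition of all tested compounds plus 3 SD, set per campaign, cut at about 52% in these data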;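 also: 0% = DMSO treated cells and 100% = cells given Gossypol at 36 µM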
# NOD2-RIPK2 inh: NOD2-RIPK2 protein interaction inhibition | O43353 | CHO BLA complementation NOD2-RIPK2, CCF4 ratio | inhibition, % at 4.98 µM | 360,000 compounds, 0.38% hits | AID 624267; in the data active = inhibition above about 21%;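 also: 0% = vehicle only and 100% = reference blocker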
# Target sequence (O43353 whole entry, looked up): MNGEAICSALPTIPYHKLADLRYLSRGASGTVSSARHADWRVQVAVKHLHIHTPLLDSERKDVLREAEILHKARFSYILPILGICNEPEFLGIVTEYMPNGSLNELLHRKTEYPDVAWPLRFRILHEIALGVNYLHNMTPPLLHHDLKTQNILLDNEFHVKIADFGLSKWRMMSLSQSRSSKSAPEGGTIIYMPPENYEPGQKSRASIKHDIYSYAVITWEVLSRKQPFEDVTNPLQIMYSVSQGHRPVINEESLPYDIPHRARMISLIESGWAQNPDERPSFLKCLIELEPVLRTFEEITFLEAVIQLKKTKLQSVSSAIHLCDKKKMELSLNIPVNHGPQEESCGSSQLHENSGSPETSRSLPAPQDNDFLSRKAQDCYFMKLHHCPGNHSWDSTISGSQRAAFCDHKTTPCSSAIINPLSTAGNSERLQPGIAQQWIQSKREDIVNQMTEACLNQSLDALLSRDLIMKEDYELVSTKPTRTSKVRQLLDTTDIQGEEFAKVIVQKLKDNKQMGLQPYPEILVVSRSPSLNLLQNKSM
# MC4R antagonist: blocks human MC4R cAMP signaling; P32245; 360,000 compounds, 0.48% hits; inhibition, % at 6.5 µM; MC4R-expressing cells, MTII-stimulated cAMP, LANCE TR-FRET;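 active = inhibition above its plate's cutoff, the mean of tested wells on that plate plus 3 SD, cut at about 29% in these data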;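 also: 0% = Melanotan II alone and 100% = Melanotan II plus saturating MCL0020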
#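 Assay system: U2OS-MC4R stable cell line; Also added: Melanotan II; Technique: Eu-cAMP/anti-cAMP TR-FRET, emission 671 nm; Times: 30-min compound, 1-h challenge, 1-h detection, room temperature.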
# Glyco luc inh: N-linked glycosylation inhibition. D54 ERlucT glycosylation luciferase reporter, 24 h; percent of 100 nM tunicamycin response. reporter increase, % at 12.5 µM. 360,000 compounds, 0.23% hits;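 active = mean luciferase reporter signal, scaled so untreated is 0 and the glycosylation-blocking control 100, at or above a set limit in every replicate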;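 also: luciferase carries N-glycosylation sites so blocking glycosylation raises the light; 0% = median of neutral control wells and 100% = median of 100 nM tunicamycin wells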
# TLR9-MyD88 inh: TLR9-MyD88 interaction inhibition; Q9NR96+Q99836; CHO BLA complementation TLR9-MyD88, CCF4 FRET ratio; inhibition, % at 4.98 µM; 340,000 compounds, 0.21% hits; AID 504734;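 active = inhibition above the mean over all tested compounds plus 3 SD, cut at about 21% in these data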;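 also: 0% = DMSO only wells and 100% = clavulanate BLA inhibitor control wells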
# MC4R barr agon: human MC4R agonism via beta-arrestin | AID 540308 | 360,000 compounds, 0.98% hits | activation, % at 8.9 µM | P32245 | U2OS MC4R beta-arrestin complementation, luminescence; percent of melanotan II response, DMSO zero;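 active = activation above a per-plate cutoff, the mean activation of sample wells on that plate plus 3 SD, cut at about 8% in these data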
# ABCB6 inh MLPCN: inhibitors of human ABC transporter ABCB6. K562-ABCB6 porphyrin accumulation, flow cytometry, 1 h; hits give low values. fluorescence ratio to DMSO, % at 10 µM. 360,000 compounds, 0.19% hits. AID 602162;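 active = fluorescence ratio to DMSO below 75%, the collection mean minus 3 SD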;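 also: signal is porphyrin accumulated inside mitochondria; 100% equals median channel fluorescence of DMSO control wells; lower ratio means ABCB6 inhibition with less porphyrin fluorescence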
# The depositor's hits bear a star; nt = no result given. An excerpt; count on the stated rates, not on these rows.
compound,H9c2 protect,ABHD5 PLIN5 PPI,m5-HT2A agonist,SRC2 inh,NOD2-RIPK2 inh,MC4R antagonist,Glyco luc inh,TLR9-MyD88 inh,MC4R barr agon,ABCB6 inh MLPCN
C1CCC(OCCN2CCN(CCOC3CCCCC3)CC2)CC1,-2,3,-2,17,-4,-4,0,-2,-0.9,102
O=C1OC(c2ccccc2)=N/C1=C/c1cccc(OC(=O)c2cccs2)c1,3,4,1,13,-11,4,3,1,-1.5,94
CC(/C=N/n1c(C2CCCCC2)n[nH]c1=S)=C\c1ccccc1,-8,-17,0,6,10,3,0,3,-2.5,90
Cc1cc(-c2nnc(SCC(=O)Nc3ccccc3C)n2N)n[nH]1,1,-2,0,-43,-1,10,0,4,-2.5,100
CC1=CSC2=NC(C(F)(F)F)(C(F)(F)F)NC(=O)N12,-1,1,-6,-2,-7,-11,1,5,-1.8,101
COc1ccc2ncc(S(=O)(=O)c3ccccc3)c(N3CCC4(CC3)OCCO4)c2c1,11,-8,-3,-21,3,6,-5,-8,-2.6,96
COc1ccc(S(=O)(=O)N2CCN(CCO)CC2)cc1-c1nnc2c3ccccc3c(C)nn12,9,-1,3,-21,9,0,1,-4,-1.3,95
CN(Cc1ccccc1)C(=O)c1ccc(NC(=O)C2=CSCCO2)cc1,2,-2,-3,-11,-6,3,-3,5,-2.5,99
O=C(CC1C(=O)NCCN1Cc1cccc(Oc2ccccc2)c1)NCC1CCOCC1 (stereo not given),6,-4,0,5,-2,4,-1,-7,2.6,101
CC(C)(C)S(=O)N1Cc2cc(CO)ccc2[C@H]1CCO (stereo not given in full),-4,4,2,-2,-8,0,2,-4,-0.3,96
O=c1[nH]cnc2onc(-c3ccc(F)cc3)c12,3,7,3,-23,-6,-1,-2,4,-1.2,96
C[C@H](NS(=O)(=O)c1ccc(Cl)cc1)C(=O)OCC(=O)N1CCOCC1,8,-1,-4,-19,-9,8,0,-2,-2.3,100
O=C(CSc1nccc(=O)[nH]1)Nc1ccc(N2CCOCC2)c(Cl)c1,3,1,-1,-1,-1,14,0,6,-0.8,98
O=C(NC(=S)Nc1nc2ccccc2s1)c1cccs1,-22,-4,-2,-36,1,8,-7,-7,-3.1,272
Cc1cccc(Nc2nnc(SC/C(O)=C(\C#N)c3nc4ccccc4[nH]3)s2)c1C,6,6,2,-13,1,3,8,1,-1.5,105
O=C(CCS(=O)(=O)c1cccc2nsnc12)NCc1ccccc1Cl,2,0,4,2,-2,0,1,-8,1.1,100
COCc1ccc(C(=O)N2CCC(CCC(=O)Nc3cccc(C)c3)CC2)s1,2,-3,-2,41,-8,0,0,1,-1.7,94
CSc1cccc(NC(=O)CC2Oc3ccccc3NC2=O)c1 (stereo not given),-1,0,1,-15,5,-1,-3,4,-0.9,83
CCOc1ccc(NC(=O)CN(C)CC(=O)Nc2cc(Cl)ccc2C#N)cc1OCC,0,-5,0,-12,-17,5,2,-5,-1.4,90
CCc1ccc(C(=O)NCc2ccc(Cl)cc2Cl)cc1,-13,-2,-3,3,1,3,-3,5,-1.5,101
COc1ccc(NC(=O)NNC(=O)c2ccccc2-n2cccc2)cc1OC,3,-6,3,3,1,12,2,-13,-0.3,101
CCOC(=O)/C(C#N)=C1\C=CN(C)C(C)=N1,1,5,1,9,-6,1,nt,-9,0.1,104
COc1cc(OC)c(/C=N/NC(=O)c2ccncc2)c(OC)c1,10,0,-4,-5,-7,-5,2,-3,-0.5,83
Cc1ccc(/C=C2\CC(C)CC3=C2NC(=S)NC3c2ccc(C)cc2)cc1 (stereo not given),-7,5,-5,6,-3,1,-1,7,-1.4,104
CCn1cc(C(=O)N2CCN(c3cccc(C)c3C)CC2)c(=O)c2ccc(C)nc21,-2,4,1,-38,1,-2,3,7,-1.2,95

# Exported with values under each structure: 5 of the compounds above.
# Order of results: H9c2 protect	ABHD5 PLIN5 PPI	m5-HT2A agonist	SRC2 inh	NOD2-RIPK2 inh	MC4R antagonist	Glyco luc inh	TLR9-MyD88 inh	MC4R barr agon	ABCB6 inh MLPCN
> Cc1cc(-c2nnc(SCC(=O)Nc3ccccc3C)n2N)n[nH]1
 : 1	-2	0	-43	-1	10	0	4	-2.5	100
> Cc1cccc(Nc2nnc(SC/C(O)=C(\C#N)c3nc4ccccc4[nH]3)s2)c1C
 : 6	6	2	-13	1	3	8	1	-1.5	105
> COc1ccc2ncc(S(=O)(=O)c3ccccc3)c(N3CCC4(CC3)OCCO4)c2c1
 : 11	-8	-3	-21	3	6	-5	-8	-2.6	96
> Cc1ccc(/C=C2\CC(C)CC3=C2NC(=S)NC3c2ccc(C)cc2)cc1 (stereo not given)
 : -7	5	-5	6	-3	1	-1	7	-1.4	104
> CC(C)(C)S(=O)N1Cc2cc(CO)ccc2[C@H]1CCO (stereo not given in full)
 : -4	4	2	-2	-8	0	2	-4	-0.3	96

# (next part)
compound,H9c2 protect,ABHD5 PLIN5 PPI,m5-HT2A agonist,SRC2 inh,NOD2-RIPK2 inh,MC4R antagonist,Glyco luc inh,TLR9-MyD88 inh,MC4R barr agon,ABCB6 inh MLPCN
O=C1N(c2ccccc2C(F)(F)F)OC1(Cc1ccccc1)c1ccccc1 (stereo not given),8,-12,-3,0,5,3,4,-5,-2.5,100
CCN1C(=O)NC(c2ccccc2)(c2ccccc2)C1=O,2,3,0,2,-6,5,0,8,-1.0,99
CN1CCN(c2nnc(-c3ccc(Cl)cc3)c3ccccc23)CC1,13,8,-2,-1,2,4,-4,-1,0.1,106
O=C(Cc1ccccc1)Nc1ccccc1C(=O)Nc1ccc(C(=O)O)cc1,4,-7,-6,-1,3,0,2,3,-3.1,89
COc1ccc(OCCN2CCN(C(=O)c3ccc(OC(F)F)c(OC)c3)CC2)cc1,-4,-2,-2,25,-12,21,1,3,0.2,102
Cc1ccc(S(=O)(=O)N2CCOC23CCN(C(=O)c2ccc(Cl)cc2Cl)CC3)cc1,-10,-5,-4,26,4,10,-4,-1,-2.8,97
CSCC[C@H](NC(=O)OC(C)(C)C)c1nnc(SCC(=O)Nc2c(C)cccc2C)o1,-2,-4,0,7,9,1,0,-9,1.6,102
COc1ccc(C(=O)O)cc1S(=O)(=O)N1CCN(Cc2ccc3c(c2)OCO3)CC1,3,-4,-5,0,-16,-2,1,6,0.0,98
O=S(=O)(c1cc(Cl)ccc1Cl)N1CCCC1,-8,0,3,-16,-8,-8,-2,-10,-2.6,100
CCN1CCN(c2ccc(S(=O)(=O)N3CCCCC3)cc2NC(=O)Cc2c(Cl)cccc2Cl)CC1,-6,4,-10,11,4,-1,-10,8,-1.9,95
COc1ccc(N2Nc3n[nH]c(N)c3N2)cc1,-6,-2,2,-27,-5,-8,-1,12,-0.3,98
CCCC(=O)O[C@@H]1C[C@@H](C)N(C(=O)c2ccccc2)c2ccc(C)cc21,13,-2,-6,21,-2,2,-2,-9,-0.8,72*
COc1ccc(N/C(N)=N/c2nc(CSc3nnc(C)s3)cc(=O)[nH]2)cc1,3,2,-8,-11,8,-14,16,4,-4.2,92
CC(C)NC(=O)C1(C)CN(S(C)(=O)=O)CC(=O)N1CCc1ccccc1F (stereo not given),nt,7,1,1,-3,nt,nt,nt,nt,nt
Cc1cccc(N(CC(=O)NCC2CCCO2)C(=O)CNS(=O)(=O)c2ccc(Cl)cc2)c1 (stereo not given),0,4,8,-28,-7,2,0,-6,-0.9,96
CCS(=O)(=O)Nc1cccc(C(=O)CC2(O)C(=O)Nc3ccccc32)c1 (stereo not given),10,-7,-4,5,-3,2,0,8,-2.6,95
Oc1ccccc1C1OCC2(CO1)COC(c1ccccc1O)OC2 (stereo not given),6,-6,5,-3,-2,2,-1,-12,1.6,103
Oc1ccc(-c2csc(Nc3ccccn3)n2)cc1,-9,-7,-4,-44,0,8,-6,2,-1.6,95
CC1(NC(=O)Cc2c(Cl)cccc2Cl)CCS(=O)(=O)C1 (stereo not given),2,5,1,-8,-2,2,0,-5,-2.0,88
CNC(=O)CC12CC3CC(CC(C3)C1)C2,7,2,-2,-5,-6,9,1,0,-2.8,86
CCOC(=O)C1=C(N)OC2=C(C(=O)CCC2)C1c1ccccc1OCC (stereo not given),10,-1,0,-3,2,11,1,-6,-3.2,103
Cn1nc(C(C)(C)C)cc1NC(=O)C1(C)CCN1C(=O)CC(c1ccccc1)c1ccccc1 (stereo not given),9,0,0,14,-5,1,-1,nt,0.3,102
CCOC(=O)c1ccc(N(CC(=O)NCC2CCCO2)C(=O)CCC(=O)Nc2cc(C)on2)cc1 (stereo not given),2,11,-6,7,2,-3,0,6,-0.1,97
N=C1S/C(=C\c2ccc(O)cc2)C(=O)N1c1ccc(F)cc1,-1,1,-10,nt,-15,2,-1,-2,-1.4,96
CC(C)(C)NC(=O)C1CCN(C(=O)c2ccc(Br)cc2)CC1,-3,2,1,-8,2,14,0,5,-0.2,97

# Given with each value named: part of the list above
> Oc1ccc(-c2csc(Nc3ccccn3)n2)cc1
  H9c2 protect: -9
  ABHD5 PLIN5 PPI: -7
  m5-HT2A agonist: -4
  SRC2 inh: -44
  NOD2-RIPK2 inh: 0
  MC4R antagonist: 8
  Glyco luc inh: -6
  TLR9-MyD88 inh: 2
  MC4R barr agon: -1.6
  ABCB6 inh MLPCN: 95

> COc1ccc(N/C(N)=N/c2nc(CSc3nnc(C)s3)cc(=O)[nH]2)cc1
  H9c2 protect: 3
  ABHD5 PLIN5 PPI: 2
  m5-HT2A agonist: -8
  SRC2 inh: -11
  NOD2-RIPK2 inh: 8
  MC4R antagonist: -14
  Glyco luc inh: 16
  TLR9-MyD88 inh: 4
  MC4R barr agon: -4.2
  ABCB6 inh MLPCN: 92

> Cc1cccc(N(CC(=O)NCC2CCCO2)C(=O)CNS(=O)(=O)c2ccc(Cl)cc2)c1 (stereo not given)
  H9c2 protect: 0
  ABHD5 PLIN5 PPI: 4
  m5-HT2A agonist: 8
  SRC2 inh: -28
  NOD2-RIPK2 inh: -7
  MC4R antagonist: 2
  Glyco luc inh: 0
  TLR9-MyD88 inh: -6
  MC4R barr agon: -0.9
  ABCB6 inh MLPCN: 96

# Next entries
compound,H9c2 protect,ABHD5 PLIN5 PPI,m5-HT2A agonist,SRC2 inh,NOD2-RIPK2 inh,MC4R antagonist,Glyco luc inh,TLR9-MyD88 inh,MC4R barr agon,ABCB6 inh MLPCN
CCCCOC(=O)Cn1cnc2ccc(Br)cc2c1=O,5,-3,3,2,-6,-7,4,2,-0.4,102
O=C(OC1CCOC1=O)c1cc(-c2cccc(Br)c2)nc2ccccc12 (stereo not given),2,-7,-2,27,1,26,2,0,-1.1,96
CC(C)c1nc2scc(-c3ccc(Cl)cc3)c2c(=O)n1N,-8,6,11,2,-13,4,-2,-4,4.3,101
CC(OC(=O)C1CCN(S(=O)(=O)c2ccc3c(c2)OCCO3)CC1)C(=O)NC1(C#N)CCCCC1 (stereo not given),-8,3,-9,4,4,3,-2,-22,1.9,93
COc1ccc(Cl)cc1NC(=O)CCN1C(=O)C2C3C=CC(C4CC34)C2C1=O (stereo not given),2,-3,-5,5,1,-2,2,-1,-2.9,99
C#CC1CN(Cc2ccccc2)CC(C#C)N1C (stereo not given),0,2,-1,-8,-7,5,-1,7,-1.7,101
